aDG glyco act – alpha-DG glycosylation activation; Pro5-aDG cells, alpha-DG glycosylation AlphaScreen (IIH6); 0% Pro5, 100% B10-LARGE cell signal; activation, % at 10 µM; 360,000 compounds, 0.22% hits;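 active = activation of at least 8% versus controls, or a plate z-score of at least 8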;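 also: Pro5 are CHO cells carrying HIG-tagged alpha-DG that lacks glycosylation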
ABCB6 inh MLPCN – inhibitors of human ABC transporter ABCB6. Q9NP58. K562-ABCB6 porphyrin accumulation, flow cytometry, 1 h; stronger effect = lower value. fluorescence ratio to DMSO, % at 10 µM. 360,000 compounds, 0.19% hits;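 active = fluorescence ratio to DMSO below 75%, the collection mean minus 3 SD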;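 also: signal is porphyrin accumulated inside mitochondria; 100% equals median channel fluorescence of DMSO control wells; lower ratio means ABCB6 inhibition with less porphyrin fluorescence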
PDI turbidity – inhibitors of human protein disulfide isomerase. P07237. PDI insulin aggregation turbidity, A650, 90 min. inhibition, % at 10 µM. 350,000 compounds, 0.052% hits;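 active = mean inhibition across replicates of 30% or more, whatever share of single replicates reach that level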;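 also: absorbance from insulin aggregation driven by PDI reduction with DTT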
Target sequence (P07237 whole entry, looked up): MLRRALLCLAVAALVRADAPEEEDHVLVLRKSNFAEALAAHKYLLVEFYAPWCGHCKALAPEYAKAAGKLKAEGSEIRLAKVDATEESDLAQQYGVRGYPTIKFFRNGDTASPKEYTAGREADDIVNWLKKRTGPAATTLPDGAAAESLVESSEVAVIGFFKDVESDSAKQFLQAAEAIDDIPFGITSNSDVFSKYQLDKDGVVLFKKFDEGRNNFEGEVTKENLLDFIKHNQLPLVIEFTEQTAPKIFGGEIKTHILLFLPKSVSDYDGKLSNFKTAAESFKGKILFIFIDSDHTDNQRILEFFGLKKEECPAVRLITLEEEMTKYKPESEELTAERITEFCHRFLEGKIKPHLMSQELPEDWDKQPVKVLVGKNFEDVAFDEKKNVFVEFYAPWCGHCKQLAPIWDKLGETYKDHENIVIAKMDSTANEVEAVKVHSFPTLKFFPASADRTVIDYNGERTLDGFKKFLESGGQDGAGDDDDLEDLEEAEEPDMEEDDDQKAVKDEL
N-glyco inh – blocks N-linked glycosylation in D54 reporter cells; D54 ERlucT glycosylation luciferase reporter, 24 h; percent of 100 nM tunicamycin response; reporter increase, % at 12.5 µM; 360,000 compounds, 0.23% hits; AID 588692;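 active = mean luciferase reporter signal, scaled so untreated is 0 and the glycosylation-blocking control 100, at or above a set limit in every replicate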;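 also: luciferase carries N-glycosylation sites so blocking glycosylation raises the light; 0% = median of neutral control wells and 100% = median of 100 nM tunicamycin wells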
H9c2 protect – modulators protecting cardiomyocytes from myocardial damage | H9c2 cardiomyocytes, H2O2 injury protection, ATPLite, 2 h | protection from H2O2 cell death, % at 20 µM | 360,000 compounds, 0.63% hits | AID 588492;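 active = compounds giving at least 50% protection of heart cells from peroxide-induced death in the single-dose screen, raw or plate-pattern-corrected value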;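 also: 0% = DMSO wells with peroxide and 100% = DMSO wells without peroxide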
m5-HT2A agonist – activates the mouse 5-HT2A serotonin receptor; activation, % at 7.6 µM; P35363; 360,000 compounds, 0.66% hits; AID 624169; CHO-K1 mHTR2A beta-arrestin complementation, luminescence; percent of 30 µM serotonin response;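 active = activation above a run cutoff, the mean activation of all tested compounds plus 3 SD, cut at about 14% in these data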;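 also: 0% = plate median of compound wells and 100% = 30 µM serotonin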
MC4R barr agon – agonists of human melanocortin 4 receptor (MC4R) beta-arrestin; U2OS MC4R beta-arrestin complementation, luminescence; percent of melanotan II response, DMSO zero; 360,000 compounds, 0.98% hits; activation, % at 8.9 µM; P32245;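 active = activation above a per-plate cutoff, the mean activation of sample wells on that plate plus 3 SD, cut at about 8% in these data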
Target sequence (P32245 whole entry, looked up): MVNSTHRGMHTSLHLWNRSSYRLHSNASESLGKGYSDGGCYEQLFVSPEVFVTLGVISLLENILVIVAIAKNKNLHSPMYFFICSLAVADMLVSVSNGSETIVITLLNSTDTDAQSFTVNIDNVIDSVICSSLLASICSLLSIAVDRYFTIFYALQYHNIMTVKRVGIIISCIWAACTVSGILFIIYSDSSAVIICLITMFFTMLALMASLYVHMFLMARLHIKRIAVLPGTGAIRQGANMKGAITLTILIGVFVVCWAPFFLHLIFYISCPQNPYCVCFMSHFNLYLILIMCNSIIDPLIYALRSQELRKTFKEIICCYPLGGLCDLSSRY
Vif imaging – HIV Vif inhibition | inhibition, % at 7.49 µM | HEK293T cells, Vif self-association by quenched fluorescence, imaging, 24 h | 340,000 compounds, 0.35% hits; in the data active = inhibition above about 50%, passing the limit was not always enough; also: some results filed as inactive read as strong as hits
MC4R antagonist – human MC4R antagonism in cAMP assay; P32245; MC4R-expressing cells, MTII-stimulated cAMP, LANCE TR-FRET; inhibition, % at 6.5 µM; 360,000 compounds, 0.48% hits; AID 540295;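 active = inhibition above its plate's cutoff, the mean of tested wells on that plate plus 3 SD, cut at about 29% in these data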;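 also: 0% = Melanotan II alone and 100% = Melanotan II plus saturating MCL0020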
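material = U2OS cells stably expressing human melanocortin 4 receptor (MC4R) | also added = Melanotan II challenge | dosing = single nominal compound dose of 6.5 µM | detection = TR-FRET with Eu-cAMP and labeled anti-cAMP, 671 nm | replication = singlicate | timing = compound 30 min, challenge 1 h, detection 1 h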
CaV13 ICDI inh – Disruptors of the CACNA1D IQ motif to Ca2+-dependent inactivation inhibitor domain association, primary screening, Förster resonance energy transfer in intact living …; HEK cells, CFP/YFP FRET ICDI-IQ, plate reader, 10 min; percent FRET-ratio fall versus neutral wells; 340,000 compounds, 0.098% hits; AID 743397; inhibition, % at 12.3 µM;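 active = mean replicate inhibition of at least 30% and at least 1% of replicates passing that level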;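 also: 0% = median of the neutral control wells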
Numbers without * were called inactive. Compounds were not picked by outcome; 3.6% or so of the library scored in one or more.

CCOc1ccc(C(=S)N2CCN(C)CC2)cc1 was read as aDG glyco act 0.4, ABCB6 inh MLPCN 99, PDI turbidity 4, N-glyco inh 2, H9c2 protect -11, m5-HT2A agonist 1, MC4R barr agon 0.5, Vif imaging 4, MC4R antagonist 19 and CaV13 ICDI inh 2.
NC(=O)C1CCN(C(=O)c2ccc(Oc3ccccc3)cc2)CC1 was read as aDG glyco act -0.2, ABCB6 inh MLPCN 101, PDI turbidity 12, N-glyco inh 1, H9c2 protect 9, m5-HT2A agonist -4, MC4R barr agon -1.8, MC4R antagonist 15 and CaV13 ICDI inh -7.
Screening COc1ccc(OCC(=O)N2CCN(c3cccc(C(F)(F)F)c3)CC2)cc1 returned aDG glyco act 0.9, ABCB6 inh MLPCN 97, PDI turbidity -2, N-glyco inh -1, H9c2 protect -6, m5-HT2A agonist 6, MC4R barr agon 2.8, Vif imaging -6 and MC4R antagonist 9.
`Cn1c(SCc2ccc([N+](=O)[O-])cc2)nnc1-c1ccncc1` gave aDG glyco act 0.0, ABCB6 inh MLPCN 101, PDI turbidity -3, N-glyco inh 10, H9c2 protect 1, m5-HT2A agonist 8, MC4R barr agon -0.8, Vif imaging -7, MC4R antagonist 0 and CaV13 ICDI inh -18.
`COc1cccc(-c2nnc(SCC(=O)Nc3ccc(S(N)(=O)=O)cc3)n2C)c1` gave aDG glyco act 0.0, ABCB6 inh MLPCN 100, PDI turbidity 0, N-glyco inh 2, H9c2 protect -2, m5-HT2A agonist 12, MC4R barr agon 1.7, Vif imaging -3, MC4R antagonist 13 and CaV13 ICDI inh -4.
Screening CC1CCCCN1C(=O)c1cc(-c2ccc(Cl)c(Cl)c2)on1 (stereo not drawn) returned aDG glyco act 0.0, ABCB6 inh MLPCN 100, PDI turbidity 6, N-glyco inh -1, H9c2 protect -15, m5-HT2A agonist 6, MC4R barr agon -1.8, Vif imaging -2, MC4R antagonist 6 and CaV13 ICDI inh -10.
For CC(=O)c1cccc(NC(=O)c2ccccc2N(Cc2ccccc2)S(C)(=O)=O)c1 the results were aDG glyco act 0.0, ABCB6 inh MLPCN 98, PDI turbidity 14, N-glyco inh -1, H9c2 protect 3, m5-HT2A agonist -4, MC4R barr agon -0.2, Vif imaging -5, MC4R antagonist -2 and CaV13 ICDI inh -4.
`COc1cc(CN2CCN(C3CCC3)CC2CCO)cc(OC)c1` (stereo not drawn) gave aDG glyco act 0.0, ABCB6 inh MLPCN 99, PDI turbidity -3, N-glyco inh 0, H9c2 protect 5, m5-HT2A agonist -2, MC4R barr agon -0.8, Vif imaging 0, MC4R antagonist 1 and CaV13 ICDI inh -20.
For O=C(Nc1ccccc1F)c1ccc2ncsc2c1 the results were aDG glyco act 0.0, ABCB6 inh MLPCN 106, PDI turbidity -2, N-glyco inh -1, H9c2 protect -3, m5-HT2A agonist 1, MC4R barr agon 0.8, Vif imaging -4, MC4R antagonist 0 and CaV13 ICDI inh -4.
Screening O=C(CC12CC3CC(CC(C3)C1)C2)NCCN1CCOCC1 returned aDG glyco act -0.1, ABCB6 inh MLPCN 103, PDI turbidity -4, N-glyco inh 3, H9c2 protect -2, m5-HT2A agonist -3, MC4R barr agon -0.8, MC4R antagonist 13 and CaV13 ICDI inh -3.
COc1ccc(C(=O)NCC(c2cccnc2)N2CCN(c3ccccc3OC)CC2)cc1OC (stereo not drawn) was read as aDG glyco act -0.2, ABCB6 inh MLPCN 99, N-glyco inh 3, H9c2 protect 4, m5-HT2A agonist -1, MC4R barr agon -1.4, Vif imaging -3, MC4R antagonist -2 and CaV13 ICDI inh -4.
COC(=O)N1N=C(c2ccc(Br)cc2)CC1(O)C(F)(F)F (stereo not drawn) was read as aDG glyco act 0.0, ABCB6 inh MLPCN 95, PDI turbidity -11, N-glyco inh -1, H9c2 protect -15, m5-HT2A agonist -1, MC4R barr agon -1.3, Vif imaging 2, MC4R antagonist -1 and CaV13 ICDI inh -7.
Screening CCn1cc(C(=O)O)c(=O)c2cc(F)c(N3CCN(C(=S)NC(=O)c4ccccc4Br)CC3)cc21 returned aDG glyco act 0.1, ABCB6 inh MLPCN 93, PDI turbidity -1, N-glyco inh 1, H9c2 protect 8, m5-HT2A agonist 5, MC4R barr agon -0.1, Vif imaging 8, MC4R antagonist 21 and CaV13 ICDI inh -4.
For CCOC(=O)C1=C(N)N2C(=O)C(C)SC2=C(C(=O)OC)C1c1cccc(OC)c1 (stereo not drawn) the results were aDG glyco act -0.1, ABCB6 inh MLPCN 106, N-glyco inh 2, H9c2 protect -6, m5-HT2A agonist 3, MC4R barr agon 0.2, Vif imaging 11, MC4R antagonist 2 and CaV13 ICDI inh -5.
For CC(NC(=O)c1cccc(S(=O)(=O)N(C)c2ccccc2)c1)c1cccnc1 (stereo not drawn) the results were aDG glyco act 0.3, ABCB6 inh MLPCN 85, PDI turbidity 10, N-glyco inh -2, H9c2 protect -11, m5-HT2A agonist 7, MC4R barr agon -1.3, Vif imaging -13, MC4R antagonist -4 and CaV13 ICDI inh -5.
`COc1ccc(CSc2ncnc3sccc23)cc1F` gave aDG glyco act 0.0, ABCB6 inh MLPCN 93, PDI turbidity -1, N-glyco inh -4, H9c2 protect -4, m5-HT2A agonist -1, MC4R barr agon -1.4, Vif imaging -3, MC4R antagonist 3 and CaV13 ICDI inh 4.
CC(C)C(NS(=O)(=O)c1cc(C(=O)O)ccc1Cl)C(=O)O (stereo not drawn) was read as aDG glyco act 0.0, ABCB6 inh MLPCN 88, PDI turbidity -3, N-glyco inh 0, H9c2 protect 0, m5-HT2A agonist 1, MC4R barr agon 0.6, Vif imaging -3, MC4R antagonist 3 and CaV13 ICDI inh -5.
Cc1ccc(S(=O)(=O)c2c(N)n(/N=C/c3ccco3)c3nc4ccccc4nc23)cc1 was read as aDG glyco act 0.1, ABCB6 inh MLPCN 104, PDI turbidity 7, N-glyco inh -3, H9c2 protect 3, m5-HT2A agonist 0, MC4R barr agon -3.6, Vif imaging -1, MC4R antagonist 20 and CaV13 ICDI inh -6.
For Cc1ccc(Cl)cc1NC(=O)CN1CCN(S(=O)(=O)N2CCC(C)CC2)CC1 the results were aDG glyco act 0.1, ABCB6 inh MLPCN 92, PDI turbidity -12, N-glyco inh -1, H9c2 protect -4, m5-HT2A agonist 9, MC4R barr agon 0.7, Vif imaging 9, MC4R antagonist 1 and CaV13 ICDI inh -3.
Screening COc1ccc(NCc2nc3ccccc3n2CCOc2ccc(C)cc2)cc1 returned aDG glyco act 0.3, ABCB6 inh MLPCN 92, PDI turbidity -4, N-glyco inh -1, H9c2 protect -7, m5-HT2A agonist -3, MC4R barr agon -0.1, MC4R antagonist 4 and CaV13 ICDI inh -5.
Screening CC1CCCN(c2ccc(C(=O)Nc3cccnc3)cc2[N+](=O)[O-])C1 (stereo not drawn) returned aDG glyco act 1.0, ABCB6 inh MLPCN 100, PDI turbidity 2, N-glyco inh -3, H9c2 protect 5, m5-HT2A agonist -2, MC4R barr agon -1.3, Vif imaging -5, MC4R antagonist 12 and CaV13 ICDI inh -4.
For CC1CCC2C(=O)N(c3cccc(C(=O)Nc4ccc(F)cc4)c3)C(=O)C2C1 (stereo not drawn) the results were aDG glyco act 0.2, ABCB6 inh MLPCN 95, PDI turbidity -3, N-glyco inh 2, H9c2 protect -4, m5-HT2A agonist -3, MC4R barr agon -2.4, Vif imaging -3 and MC4R antagonist 1.
CCN1CCN(c2ccc(S(=O)(=O)N3CCCCC3)cc2NC(=O)CCNC(C)=O)CC1 was read as aDG glyco act -0.1, ABCB6 inh MLPCN 99, PDI turbidity 9, N-glyco inh 3, H9c2 protect 5, m5-HT2A agonist 6, MC4R barr agon -1.5, Vif imaging -14, MC4R antagonist -4 and CaV13 ICDI inh -4.
CC(NC(=O)C1CCCN1S(=O)(=O)c1cccc2nsnc12)c1ccccc1 (stereo not drawn) was read as aDG glyco act 0.2, ABCB6 inh MLPCN 101, PDI turbidity -7, N-glyco inh -1, H9c2 protect 4, m5-HT2A agonist 3, MC4R barr agon -0.3, Vif imaging -4 and MC4R antagonist 2.
Cc1ccc(N2C(=O)C3C=NNC3C2=O)cc1 (stereo not drawn) was read as aDG glyco act -0.3, ABCB6 inh MLPCN 103, PDI turbidity 1, N-glyco inh 6, H9c2 protect -3, m5-HT2A agonist 2, MC4R barr agon -1.4, Vif imaging 12, MC4R antagonist -2 and CaV13 ICDI inh -2.
For CCOc1cc(N2CCOCC2)c(OCC)cc1NC(=O)CN1CCN(Cc2ccc3c(c2)OCO3)CC1 the results were aDG glyco act 0.2, ABCB6 inh MLPCN 105, PDI turbidity -2, N-glyco inh 1, H9c2 protect 15, m5-HT2A agonist 5, MC4R barr agon -2.6, Vif imaging 7, MC4R antagonist 9 and CaV13 ICDI inh -5.
`CC(=O)OCCN(C)c1cc(SC(C)C)c2nonc2c1[N+](=O)[O-]` gave aDG glyco act -0.3, ABCB6 inh MLPCN 94, PDI turbidity 0, N-glyco inh 4, H9c2 protect -16, m5-HT2A agonist 5, MC4R barr agon -1.2, Vif imaging -5, MC4R antagonist -3 and CaV13 ICDI inh -3.
Screening Cc1cc(N2C(=O)CCC2=O)n(-c2ccccc2)n1 returned aDG glyco act 0.2, ABCB6 inh MLPCN 91, PDI turbidity 0, N-glyco inh 1, H9c2 protect 1, m5-HT2A agonist 5, MC4R barr agon -1.4, Vif imaging 7, MC4R antagonist 3 and CaV13 ICDI inh -5.
For CC(C)NC(=O)c1ccc2c(=O)n(Cc3ccco3)c(=S)[nH]c2c1 the results were aDG glyco act -0.2, ABCB6 inh MLPCN 90, PDI turbidity 13, N-glyco inh -2, H9c2 protect 1, m5-HT2A agonist -1, MC4R barr agon -0.7, Vif imaging -20, MC4R antagonist 14 and CaV13 ICDI inh -6.
COc1ccc(CC(=O)NNS(=O)(=O)c2ccc(F)cc2)cc1OC was read as aDG glyco act 0.1, ABCB6 inh MLPCN 93, PDI turbidity 1, N-glyco inh 0, H9c2 protect 2, m5-HT2A agonist 3, MC4R barr agon 3.3, Vif imaging 1, MC4R antagonist 13 and CaV13 ICDI inh -8.
Screening Cc1ccc(N2CCCCn3c2nc2c3c(=O)n(CC(=O)O)c(=O)n2C)cc1 returned aDG glyco act -0.4, ABCB6 inh MLPCN 90, PDI turbidity 4, N-glyco inh 0, H9c2 protect 8, m5-HT2A agonist 4, MC4R barr agon 1.7, Vif imaging -5, MC4R antagonist 3 and CaV13 ICDI inh -5.
`CCOc1cc(S(=O)(=O)NC2CCCCC2)ccc1F` gave aDG glyco act 0.4, ABCB6 inh MLPCN 97, PDI turbidity -1, N-glyco inh 1, H9c2 protect -10, m5-HT2A agonist 1, MC4R barr agon -1.3, Vif imaging -4, MC4R antagonist 0 and CaV13 ICDI inh -9.

Bioassay records (PubChem)
